HCMV inh – inhibitors of human cytomegalovirus; hit rate 4.5% among 410,000; activity change, negative = inhibition, % at 57.5 µM; HFF cells, HCMV-luciferase reporter, 72 h; active compounds read low; AID 1259415; in the data active means activity change below about -60%; inconclusive means no clear call, values can overlap the other calls; inactive means above about -39%
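Screen run at 2 compound doses on HFFs infected with reporter HCMV, MOI 1 PFU/cell. Luciferase activity from cell lysates at 72 h post infection gave inhibition relative to buffer-only and Salinomycin wells.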
AMA1-RON2 inh – disrupts binding of P. falciparum AMA1 to RON2. AlphaScreen AMA1-biotinylated RON2 peptide binding. Potency, µM (titrated, usually from 58.2 µM), inactives show at the highest dose activity change, negative = inhibition, actives largely listed as inhibitors. hit rate 0.2% among 360,000;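 further: potency means the concentration at half of the fitted maximal effect; 0% = vehicle wells and -100% = peptide control; nearly all actives have a fitted effect of over 45% in size; some results filed as inactive show a strong effect at the top dose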
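AMA1 (3D7) with his tag at 25 nM final met compounds first, then biotinylated RON2 peptide at 25 nM; detection used donor plus acceptor beads, 10 µg/mL apiece, read by AlphaScreen after 30 min at room temperature.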
LmPK inhibitor – blocks Leishmania mexicana pyruvate kinase activity; Q27686; purified LmPK, Kinase-Glo ATP luminescence, 1 h; Potency, µM (titrated, usually from 57.5 µM), inactives show top-dose activity change, negative = inhibition, hits mostly inhibitors; hit rate 0.37% among 290,000; AID 1721; further: potency means the concentration at half of the fitted maximal effect
Target sequence (Q27686 whole entry, looked up): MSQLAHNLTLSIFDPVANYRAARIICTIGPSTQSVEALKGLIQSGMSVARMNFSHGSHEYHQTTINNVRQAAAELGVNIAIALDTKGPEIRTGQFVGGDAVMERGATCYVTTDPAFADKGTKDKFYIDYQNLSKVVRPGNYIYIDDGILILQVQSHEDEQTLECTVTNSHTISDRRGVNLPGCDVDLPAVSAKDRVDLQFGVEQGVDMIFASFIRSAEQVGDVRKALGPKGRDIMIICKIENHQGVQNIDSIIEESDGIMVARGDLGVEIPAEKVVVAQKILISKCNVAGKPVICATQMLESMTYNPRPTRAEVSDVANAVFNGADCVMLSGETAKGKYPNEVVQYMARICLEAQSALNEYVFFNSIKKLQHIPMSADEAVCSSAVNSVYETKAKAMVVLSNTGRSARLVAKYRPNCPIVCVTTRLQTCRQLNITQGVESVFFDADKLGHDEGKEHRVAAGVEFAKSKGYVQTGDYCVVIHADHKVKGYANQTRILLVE
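Pyruvate kinase activity monitored as ATP production (luciferase luminescence). Conditions: 0.1 nM enzyme, 0.5 mM PEP, 0.1 mM ADP, 1 h, RT; normalized against uninhibited and no-enzyme wells.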
TbPYK inhibitor – blocks Trypanosoma brucei pyruvate kinase | TbPYK enzyme, Kinase-Glo Plus ATP luminescence, 45 min | Potency, µM (doses to about 76.8 µM), inactives show at the highest dose activity, negative = inhibition, hits mostly inhibitors | hit rate 0.12% among 410,000 | AID 624173; further: potency means the concentration at half of the fitted maximal effect; nearly all actives have a fitted effect of over 50% in size
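Activity of T. brucei pyruvate kinase was followed by Kinase-Glo Plus luminescence after the enzyme reacted 45 min at room temperature with 130 uM ADP (final) and substrate. Test compounds were added before ADP at multiple concentrations.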
AmpC no deterg – AmpC beta-lactamase inhibition without detergent. P00811. AmpC nitrocefin hydrolysis, absorbance 480 nm, 0.0001% Triton. Potency, µM (doses to about 57.1 µM), for the others: top-dose activity change, negative = inhibition, hits mostly inhibitors. hit rate 0.52% among 330,000;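 further: potency means the concentration at half of the fitted maximal effect; plate controls were no compound for no effect and no enzyme for full effect; nearly all actives have a fitted effect of over 20% in size; some results filed as inactive show a strong effect at the top dose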
Target sequence (P00811 whole entry, looked up): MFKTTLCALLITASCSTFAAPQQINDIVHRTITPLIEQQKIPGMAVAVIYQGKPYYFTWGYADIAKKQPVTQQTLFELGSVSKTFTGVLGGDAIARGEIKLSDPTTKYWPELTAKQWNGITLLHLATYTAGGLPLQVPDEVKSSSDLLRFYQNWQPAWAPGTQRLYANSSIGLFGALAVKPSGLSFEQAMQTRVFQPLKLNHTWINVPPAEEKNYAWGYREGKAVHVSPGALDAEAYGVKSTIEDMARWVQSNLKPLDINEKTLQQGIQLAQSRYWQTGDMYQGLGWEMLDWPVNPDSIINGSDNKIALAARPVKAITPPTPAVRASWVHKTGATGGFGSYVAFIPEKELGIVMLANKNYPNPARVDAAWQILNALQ
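AmpC (5.3 nM in the dispensed reagent) in 20 mM phosphate pH 7.0 with 0.01% (detergent screen) or 0.0001% Triton X-100 was preincubated with compounds for 15 min at room temperature. Nitrocefin was then added from an 800 uM solution, and hydrolysis was followed at 480 nm.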
AmpC inh detg – AmpC beta-lactamase inhibition with detergent present. P00811. AmpC hydrolysis of nitrocefin, absorbance 480 nm, 0.01% Triton. Potency, µM (top dose mostly 114 µM), inactives show at the top dose activity change, negative = inhibition, most hits filed as inhibitors. hit rate 0.041% among 370,000. AID 485294;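 further: potency means the concentration at half of the fitted maximal effect; 0% = no-compound wells and -100% = no-enzyme wells; nearly all actives have a fitted effect of over 25% in size; some results filed as inactive show a strong effect at the top dose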
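AmpC (5.3 nM in the dispensed reagent) in 20 mM phosphate pH 7.0 with 0.01% (detergent screen) or 0.0001% Triton X-100 was preincubated with compounds for 15 min at room temperature. Nitrocefin was then added from an 800 uM solution, and hydrolysis was followed at 480 nm.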
HCV inhibitor – inhibitors of hepatitis C virus infection; Potency, µM (highest dose often 41.8 µM), without a hit: at the highest dose activity change, negative = inhibition, actives largely listed as inhibitors; Huh7.5.1 HCVcc-Cre infection, luciferase reporter, 44 h; hit rate 3.4% among 340,000; AID 651820; further: potency means the concentration at half of the fitted maximal effect
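Reporter virus HCVcc-Cre (~0.5 moi) infects cells exposed to compound; seeding density 1,000 cells/well with 4 h settling beforehand. Luminescence, 15 sec read, taken 44 h post-infection following a 15 min RT substrate incubation.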
Numbers without * were called inactive; ? = inconclusive; . = not tested or not shown; & = joins results of further samples; [ ] = dose if it differs, or a comment. Unless noted, the call rests on the fitted dose curve; in most records, active means well fitted curve in the direction sought with a large enough effect; inconclusive means small, poorly fitted or top-dose-only effect, or another doubt; inactive means no such curve, though single readings can be large; an effect the other way counts as inactive or inconclusive. Unless noted, on the % scale 0 is the no-effect control and ±100 the full control effect.

Each structure is followed by: HCMV inh | AMA1-RON2 inh | LmPK inhibitor | TbPYK inhibitor | AmpC no deterg | AmpC inh detg | HCV inhibitor
COc1ccnc(Oc2ccc(C)cc2C)c1C#N
 : -16 | 24% | -1% | -12% | -4% | ? | 19%
O=C(OCCN=C1NS(=O)(=O)c2ccccc21)c1cccc([N+](=O)[O-])c1
 : 5 | 0% | 4% | 7% | -19% | -12% | -2%
Cc1ccccc1NC(=O)Cn1c(=O)n(CC2CCC(C(=O)NCCc3ccccc3)CC2)c(=O)c2ccccc21 (stereo unspecified)
 : 16 | . | . | 0% | . | 10% | .
O=C(C[C@H]1C/C=C\CC[C@@H](Cc2ccc(F)cc2)C(=O)OC[C@H]2CCCN2C1=O)N[C@H](CO)Cc1ccccc1
 : -32 | 2% | . | -4% | 209%[activator] | . | ?
COc1cccc(CNC(=O)Cn2cc3c(n2)-c2c(oc(C(=O)N4CCCC4)c2C)CC3)c1OC
 : ? | . | . | 2% | . | -8% | .
CC1(C)Nc2ccccc2C(=O)N1c1ccccc1
 : -6 | -4% | 3% | 1% | -10% | ? | 12%
Cc1cc(-c2csc(NC(=O)c3cc4ccccc4o3)n2)c(C)n1C
 : 134 | 41%[activator] | -6% | -11% | -9% | 0% | ?
COc1ccc(-c2cc(C(=O)Nc3cc(OC)c(OC)c(OC)c3)no2)cc1
 : -8 | -8% | -1% | 1% | -6% | 5% | ?
O=C1CC(c2ccc(F)cc2)C(n2cncn2)C(O)=C1C1NCCc2ccccc21 (stereo unspecified)
 : ? | 4% | 1% | 5% | -14% | -8% | 9%
O=C1CCCCC1C(Nc1ccc(Br)cc1)c1ccccc1 (stereo unspecified)
 : 30 | -17% | -1% | -1% | -23% | 1% | 4%
Cc1ccc(NC(=O)c2cccc3c2C(=O)N(C2CCCCC2)C3)cc1
 : 22 | -6% | 2% | -12% | -25% | 0% | -20%
Nc1ccc(Nc2ccccc2N)cc1
 : 18 | 1% | -20% | -11% | -32% | ? | 11µM*
O=C(c1ccccc1-c1nc(-c2ccc(Cl)cc2)no1)N1CCCC1
 : 13 | 0% | 8% | 7% | 94%[activator] | -8% | ?
CC1(C)OC(=O)C=C(CC2NS(=O)(=O)OC3CCCCC23)O1 (stereo unspecified)
 : -3 | -11% | -5% | 0% | -13% | -10% | 2.5µM*
CCC(=NCCN1CCOCC1)c1c(O)n(C2CCCCC2)c(=O)[nH]c1=O
 : 1 | -4% | 4% | -4% | 79%[activator] | -2% | 9%
CC1CCN(c2ccc([N+](=O)[O-])c(SCCO)c2)CC1
 : -73* | -13% | -1% | -2% | -15% | 3% | 10µM*
O=P(CCN1CCCCC1)(c1ccccc1)c1ccccc1
 : -24 | 1% | 11% | 0% | -18% | -15% | 14%
COc1ccc(OC)c(NC(=O)Cn2c(-c3ccc(Cl)cc3)noc2=O)c1
 : 26 | -13% | 2% | 1% | -11% | 0% | -22%
CCN(C(=O)CN1C(=O)c2ccc([N+](=O)[O-])cc2C1=O)C1CCCCC1
 : 29 | 15% | -11% | 1% | 53% | 3% | 21%
COc1ccc(Cc2nnc(NC(=O)c3ccccc3Cl)s2)cc1OC
 : 8 | -13% | 1% | 3% | 16% | ? | -9%
CC(C)(C)OC(=O)NCc1ccc(NC(=O)c2nc[nH]c2C(=O)NCCNC(=O)c2[nH]cnc2C(=O)Nc2ccc(CNC(=O)OC(C)(C)C)cc2)cc1
 : . | 121%[activator] | . | 1% | -13% | . | -1%
O=C(Nc1nc(-c2nc3ccccc3s2)cs1)C1COc2ccccc2O1 (stereo unspecified)
 : 82 | 38%[activator] | 2% | -4% | -44% | 4% | 2%
COc1cc(SC)ccc1C(=O)OCC(=O)N1CC(=O)Nc2ccccc21
 : 7 | -2% | . | 4% | -4% | . | 10µM*
C/C(=N\NC(=O)C1CC1)c1ccc(C(C)(C)C)cc1
 : 38 | 73%[activator] | -4% | 1% | -3% | 3% | -12%
Cc1ccnc(Sc2ccc([N+](=O)[O-])cn2)n1
 : -96* | -3% | 0% | -4% | -3% | 4% | 21%
CCOc1ccc(NC(=O)c2ccc3nc(C(C)C)oc3c2)cc1
 : -16 | . | . | 2% | . | 17% | .
Cc1c(C(=O)N2CCCC2)c(S(=O)(=O)NCC(C)c2ccccc2)c(C)n1C (stereo unspecified)
 : -33 | 6% | -8% | 4% | 14% | -4% | 6%
Cc1nnc(SCC(=O)NN2C(=O)NC3(CCCCC3)C2=O)s1
 : -62* | 12% | -3% | -21% | -14% | -12% | 32%[activator]
Cc1ccc2c(c1)NC(=O)c1cccc([N+](=O)[O-])c1CO2
 : -5 | . | -2% | . | -44% | -6% | .
C#CCSc1nnc(-c2ccc(OC)cc2)o1
 : 242 | -21% | -3% | -8% | -5% | ? | -2%
CCn1c(Cc2ccccc2)nnc1SCC(=O)N1CCCCC1
 : -28 | 15% | 1% | -2% | -26% | ? | 14%
CN1CC(=O)Nc2cc(C(=O)O)ccc21
 : ? | . | . | 4% | . | 8% | .
N#Cc1ccc(Oc2ccc(/C=N/O)cn2)cc1
 : -13 | 6% | -2% | -3% | ? | -6% | -3%
Oc1ccccc1OCc1nc2ccccc2s1
 : 181 | -1% | -20% | -25% | -28% | -6% | -8%
Cc1nc(C(=O)Nc2ccc(F)cc2)nn1-c1ccc([N+](=O)[O-])cc1
 : -27 | -7% | 3% | -1% | ? | 0% | -20%
CCOC(=O)/C(=N/Nc1ccccc1)Sc1nnc(CCc2ccccc2)n1-c1ccccc1
 : 9 | 84%[activator] | 0% | -3% | 19% | -4% | 3%
COc1cc2nc(N(CCCN(C)C)C(=O)c3ccc(C(=O)c4ccccc4)cc3)sc2cc1OC
 : ? | ? | . | 3% | 221%[activator] | ? | ?
CC(=O)c1c(C)[nH]c(C(=O)Nc2ccccc2Cl)c1C
 : 81 | 0% | -6% | 1% | -18% | -5% | -9%
C=CCN1C(=O)/C(=C/c2ccc(OC)cc2)S/C1=N/c1nccs1
 : -20 | -5% | 0% | -1% | -20% | ? | 0%
C#CCN(C[C@@H]1[C@@H](OC(=O)NCc2ccco2)[C@@H](OC(=O)NCc2ccco2)Cn2c(=O)n(CCCCCC)c(=O)n21)S(=O)(=O)c1ccc(C)cc1
 : -74* | 2% | . | -1% | . | . | .
Cc1ccc(-n2nc3c(=O)n(CCCC(=O)NCCc4ccccc4)nc(C)c3c2C)cc1
 : 52&67 | -5% | 1% | 2%&-6% | -2% | 1%&16% | ?
Cc1cc2nc(-c3ccc(SCC(=O)NC(C)C)nc3)[nH]c2cc1C
 : . | . | -2% | . | -50% | 0% | .
CCNC(=S)NN=C1CCC(C(C)(C)C)CC1 (stereo unspecified)
 : -5 | 11% | 1% | 8% | -23% | ? | 7%
NC1C2CN3CCN(C2)CC1(c1ccccc1)C3 (stereo unspecified)
 : 7 | -5% | -1% | -6% | -7% | -1% | -8%
CCn1c(SCC(=O)N/N=C/c2ccccc2OCC(=O)O)nnc1-c1ccccc1
 : . | 8% | 2% | 7% | -4% | 1% | 10%
O=C(NC1CC1)C1CCN(C2CCN(C(=O)/C=C/c3cccc(F)c3F)CC2)CC1
 : 27 | 2% | 4% | 4% | -3% | -3% | -19%
COc1ccc(Cl)cc1NC(=O)CN(C)C(=O)CCc1nc2ccccc2c(=O)[nH]1
 : -10 | 0% | . | 0% | 92%[activator] | ? | 10%
O=C(COC(=O)c1ccc(S(=O)(=O)N2CCOCC2)cc1)Nc1ccccc1OC(F)F
 : 12 | 10%[11.6 µM] | . | 0% | -15% | . | -9%
CN1C=CC=C/C1=C1\SC(=S)N(C2CCCCC2)C1=O
 : 15 | ? | -3% | 10% | -3% | -13% | -18%
Cc1cc(C)nc(NS(=O)(=O)c2ccc(NC(=O)Cn3c(=O)oc4ccccc43)cc2)n1
 : 47 | -3% | 13% | 1% | -31% | -13% | 10%
COCCNC(=O)C(c1ccc(Cl)cc1)N(C(=O)Cn1nnc2ccccc21)c1cccnc1 (stereo unspecified)
 : . | -4% | 0% | 2% | 8% | 1% | 6%
Cc1c(C)c2ccc(O[C@@H]3O[C@H](CO)[C@H](O)[C@H](O)[C@H]3O)c(C)c2oc1=O
 : 5 | 1% | -1% | -5% | -6% | -1% | 3%
Cc1ccc(NC(=O)C2OCCc3ccccc32)cc1 (stereo unspecified)
 : 20 | 10% | 5% | -1% | -13% | -10% | 3%
O=C1COc2ccc(C(=O)COC(=O)CCSc3ccccc3)cc2N1
 : -5 | 2% | 3% | 7% | -38% | -7% | 2%
CC(C)(C)c1ccc(OCCC(=O)Nc2cccc(S(=O)(=O)NC3=NCCCCC3)c2)cc1
 : -60* | -10% | . | -1% | 42% | ? | 14µM*
S=C(NNc1cccc(Cl)c1)NC1CCCCC1
 : -32 | 6.3µM* | 1% | 2% | -33% | -1% | 9%
CC1=CC(=C2N=C(c3ccccc3)OC2=O)C=C(C)O1
 : -14 | -5% | 0% | 1% | -9% | 2% | ?
CC(C)C[C@H]1CN(CCCC[C@H]2CNC(=O)C(=O)N2CCc2ccccc2)C(=O)C(=O)N1CCc1ccccc1
 : -4 | -3% | . | 1% | . | . | .
CN(CC(=O)N1CCOCC1)S(=O)(=O)c1cc(Cl)ccc1Cl
 : -4 | 11% | 10% | -2% | -3% | 6% | 3%
CCOC(=O)C1CCC(=O)N1Cc1c[nH]c2ccccc12 (stereo unspecified)
 : 19 | 9% | . | 2% | . | . | .

Grouped by structure, the compounds so far containing a cyano group (2)
Each structure is followed by: HCMV inh | AMA1-RON2 inh | LmPK inhibitor | TbPYK inhibitor | AmpC no deterg | AmpC inh detg | HCV inhibitor
COc1ccnc(Oc2ccc(C)cc2C)c1C#N
 : -16 | 24% | -1% | -12% | -4% | ? | 19%
N#Cc1ccc(Oc2ccc(/C=N/O)cn2)cc1
 : -13 | 6% | -2% | -3% | ? | -6% | -3%

More records.
Each structure is followed by: HCMV inh | AMA1-RON2 inh | LmPK inhibitor | TbPYK inhibitor | AmpC no deterg | AmpC inh detg | HCV inhibitor
O=C(O)CCCC(=O)Nc1ccccc1-n1ccnc1
 : 22 | 3% | 7% | -8% | -13% | 3% | 17%
COc1ccc(CNC(=O)CSc2nnnn2-c2ccc(O)cc2)cc1
 : -3 | -3% | 7% | -4% | -23% | ? | 13%
COc1ccc(S(=O)(=O)N[C@@H](CSCc2ccccc2)C(=O)O)cc1
 : 4 | 3% | -10% | 2% | -9% | -7% | 11%
CCOC(=O)N1CCC(NC(=O)CS(=O)(=O)Cc2nc(-c3cccc(Cl)c3)oc2C)CC1
 : -60* | -2% | 7% | 3% | 151%[activator] | -8% | ?
COc1ccccc1C(=O)NC(=S)Nc1ccc2[nH]c(=O)[nH]c2c1
 : 1 | -3% | 3% | -8% | -5% | -2% | 0%

Screening results from PubChem BioAssay.
